LYPLA1 inh: LYPLA1 (human) inhibition in PME1 counter-screen; O75608; recombinant LYPLA1, FP-Rh probe fluorescence polarization; inhibition, % at 5.9 µM; 320,000 compounds, 0.16% hits; AID 2174;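 active = inhibition above the mean of all tested compounds plus 3 SD, set per campaign, cut at about 14% in these data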;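 note: inhibitors block serine hydrolase probe labeling of LYPLA1 so polarization falls; 0% = enzyme with DMSO and 100% = wells lacking LYPLA1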
Target sequence (O75608 whole entry, looked up): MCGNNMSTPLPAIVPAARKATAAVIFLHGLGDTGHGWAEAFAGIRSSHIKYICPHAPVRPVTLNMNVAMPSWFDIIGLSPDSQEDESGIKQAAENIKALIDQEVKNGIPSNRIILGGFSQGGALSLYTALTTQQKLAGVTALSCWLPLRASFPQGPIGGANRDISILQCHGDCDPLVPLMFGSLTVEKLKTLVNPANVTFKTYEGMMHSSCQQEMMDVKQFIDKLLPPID
PREPL inh: human PREPL enzyme inhibition | Q4J6C6 | recombinant PREPL, fluorescence polarization activity-based probe | inhibition, % at 5.96 µM | 320,000 compounds, 0.68% hits | AID 2751; in the data active = inhibition above about 43%;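 note: 0% = enzyme with DMSO and 100% = wells lacking enzyme; many of its hits are not listed in these tables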
PAFAH1B2 inh: blocks human PAF acetylhydrolase 1b catalytic subunit 2; P68402; recombinant PAFAH1B2, FP-rhodamine activity probe, fluorescence polarization; inhibition, % at 3.39 µM; 340,000 compounds, 1.2% hits; AID 492953;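 active = inhibition above the mean of all tested compounds plus 3 SD, cut at about 24% in these data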;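 note: 0% = enzyme with DMSO and 100% = wells lacking PAFAH1B2; many of its hits are not listed in these tables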
Target sequence (P68402 whole entry, looked up): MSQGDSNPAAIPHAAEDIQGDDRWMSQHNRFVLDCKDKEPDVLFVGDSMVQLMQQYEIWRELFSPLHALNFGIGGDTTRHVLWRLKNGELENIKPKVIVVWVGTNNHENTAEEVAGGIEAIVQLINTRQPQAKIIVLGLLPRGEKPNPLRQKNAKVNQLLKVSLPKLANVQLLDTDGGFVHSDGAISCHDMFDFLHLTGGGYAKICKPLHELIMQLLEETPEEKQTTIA
pPAFAH FP inh: pPAFAH (human) enzyme inhibition; recombinant pPAFAH, FP-rhodamine probe fluorescence polarization; inhibition, % at 3.39 µM; 330,000 compounds, 1.5% hits; AID 463082;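 active = inhibition above the mean inhibition across the screen plus 3 SD, cut at about 25% in these data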;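 note: inhibitors block binding of the rhodamine activity-based probe so polarization drops; 0% = enzyme with DMSO and 100% = wells lacking pPAFAH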
LYPLA2 counter: LYPLA2 (human) inhibition in PME1 counter-screen; O95372; recombinant LYPLA2, FP-Rh probe fluorescence polarization; inhibition, % at 5.9 µM; 320,000 compounds, 0.38% hits;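 active = inhibition above the screen-wide mean plus 3 SD, limit set per campaign, cut at about 26% in these data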;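 note: 0% = LYPLA2 with DMSO and 100% = wells lacking LYPLA2 enzyme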
PME-1 primary: blocks human protein phosphatase methylesterase 1; Q9Y570; recombinant PME-1, FP-Rh probe fluorescence polarization; inhibition, % at 5.9 µM; 320,000 compounds, 0.53% hits;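 active = inhibition above the campaign mean of all compounds plus 3 SD, cut at about 26% in these data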;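 note: competitive labeling of PME-1 active site by serine hydrolase directed probe; 0% = PME-1 with DMSO and 100% = wells lacking PME-1 enzyme; inhibitors block probe labeling so polarization falls and inhibition rises; many of its hits are not listed in these tables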
Target sequence (Q9Y570 whole entry, looked up): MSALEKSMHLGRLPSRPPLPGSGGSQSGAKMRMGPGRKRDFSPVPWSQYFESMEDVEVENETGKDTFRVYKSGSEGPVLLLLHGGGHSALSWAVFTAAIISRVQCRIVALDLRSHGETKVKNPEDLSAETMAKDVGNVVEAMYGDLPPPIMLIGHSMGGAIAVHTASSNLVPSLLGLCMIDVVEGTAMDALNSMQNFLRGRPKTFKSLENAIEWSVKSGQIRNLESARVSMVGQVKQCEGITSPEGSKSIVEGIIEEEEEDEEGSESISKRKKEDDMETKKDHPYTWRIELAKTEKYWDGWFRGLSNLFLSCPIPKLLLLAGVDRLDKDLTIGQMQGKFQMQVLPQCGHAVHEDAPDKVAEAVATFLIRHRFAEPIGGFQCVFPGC
PAFAH1B3 FP inh: inhibitors of human PAFAH1B3; Q15102; recombinant PAFAH1B3, FP-rhodamine probe, fluorescence polarization; inhibition, % at 3.39 µM; 340,000 compounds, 0.28% hits; AID 492972;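 active = inhibition above the screen-wide average of all tested compounds plus 3 SD, cut at about 25% in these data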;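 note: 0% = enzyme with DMSO only and 100% = wells lacking PAFAH1B3 protein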
Target sequence (Q15102 whole entry, looked up): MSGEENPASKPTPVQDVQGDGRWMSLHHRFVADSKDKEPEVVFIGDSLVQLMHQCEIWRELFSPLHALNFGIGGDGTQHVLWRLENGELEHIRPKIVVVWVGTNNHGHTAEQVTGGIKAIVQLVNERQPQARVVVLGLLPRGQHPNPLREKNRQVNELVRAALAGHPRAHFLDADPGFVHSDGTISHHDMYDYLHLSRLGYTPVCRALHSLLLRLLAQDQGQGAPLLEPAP
GSTO1 inh: GSTO1 inhibition, counter-screen for RBBP9 inhibitors. recombinant GSTO1, activity-based probe fluorescence polarization. inhibition, % at 5.96 µM. 300,000 compounds, 1.1% hits;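 active = inhibition above the campaign mean inhibition plus 3 SD, cut at about 35% in these data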;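 note: 0% = GSTO1-1 with DMSO and 100% = wells lacking GSTO1-1 enzyme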
PAD4 inh: inhibitors of human PAD4; 330,000 compounds, 0.41% hits; recombinant PAD4, RCA probe fluorescence polarization; Q9UM07; inhibition, % at 6.36 µM;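 active = percent inhibition above a cutoff equal to the mean of all tested compounds plus 3 SD, cut at about 15% in these data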;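 note: 0% = PAD4 with RCA probe and DMSO and 100% = probe without PAD4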
* hit, by the source's call; · = no result given. The list is partial; rates above refer to the full screens.

SMILES	LYPLA1 inh	PREPL inh	PAFAH1B2 inh	pPAFAH FP inh	LYPLA2 counter	PME-1 primary	PAFAH1B3 FP inh	GSTO1 inh	PAD4 inh
CCCC(=O)Nc1ccc(C(=O)N/N=C/c2ccc([N+](=O)[O-])o2)cc1	-5	24	1	15	-5	5	7	23	-13
CCNc1nc(Oc2ccc(C(=O)OC)cc2)nc(N(C)C)n1	0	13	-3	2	5	1	-1	5	7
CCC1(CC)Cc2ccccc2-c2nc(CCl)[nH]c(=O)c21	0	-12	5	3	4	1	-1	85*	3
CCCCN(C)CCN1C(=O)C2C(C(=O)Nc3ccc(OC)cc3)C3C=CC2(O3)C1C(=O)NC1CCCCC1 (configuration not stated)	1	27	-2	-9	-1	-5	4	1	-6
Cc1ccc(S(=O)(=O)N(C)CC(=O)N2CCN(c3ccccn3)CC2)cc1	-6	-9	-4	3	4	0	-1	12	0
CC1CCc2c(sc3ncnc(NS(=O)(=O)c4cccs4)c23)C1 (configuration not stated)	2	3	12	7	9	-2	12	-9	-3
COc1ccc(CC2(C)OC(c3ccccc3)=NN2C(C)=O)cc1 (configuration not stated)	-1	-4	3	6	1	-2	7	2	0
COc1ccc(CC(=O)Nc2ccc3nc(SC)sc3c2)cc1OC	-2	0	3	4	0	-2	-3	-4	0
CCOc1ccc(N2C(=O)CC(N(CCc3ccc(OC)cc3)C(=O)/C=C/C(=O)O)C2=O)cc1 (configuration not stated)	1	-3	2	1	0	9	12	7	-3
C=CCn1cc(CN2CCC(C(=O)Nc3cccc(-c4cccc(Cl)c4)c3)CC2)c(C)n1	-4	-63	1	1	-9	-8	11	-2	-7
COc1ccc(C(=O)OCC[N+]2(C)CCCCC2)cc1	4	4	6	4	6	-1	1	5	0
O=C(NC1CCCCC1)N(Cc1nc2ccccc2c(=O)[nH]1)C1CCCC1	-3	-6	6	3	3	-5	0	-4	-2
CCc1nc(SCCO)c2oc3ccccc3c2n1	-3	18	2	0	-6	-6	7	-8	-4
O=C(c1nc2ccccn2c1CNCCOc1cccnc1)N1CCOCC1	0	9	4	-1	7	-1	-2	-6	-4
COc1ccc(NC(=O)C2CCN(S(=O)(=O)c3c(C)noc3C)CC2)cc1	1	2	7	7	7	3	14	0	-3
O=C(CS(=O)c1ccc(C(F)(F)F)cc1[N+](=O)[O-])Oc1ccccc1 (configuration not stated)	3	53*	4	7	-1	2	-4	5	10
C(=N\Nc1nc(N2CCCC2)nc(N2CCCC2)n1)/c1ccccc1OCc1ccccc1	-4	3	-2	-8	-3	-15	-2	-8	-2
Cc1cc(NC(=O)CSc2nccn2C)no1	-6	8	-4	-2	1	-6	3	0	-1
COc1ccc(N=C(N)N=C(N)N)c(OC)c1	0	2	-2	4	-4	4	9	1	4
O=P(c1ccccc1)(c1ccccc1)c1nc(-c2ccc(Cl)cc2)oc1N1CCOCC1	-1	24	5	12	3	4	6	1	6
Cc1ccnc(Nc2nc(-c3c(C)nc4sccn34)cs2)c1	1	24	4	15	4	16	13	4	-2
CCOc1ccccc1N(CC(=O)Nc1ccc(C)cc1)S(C)(=O)=O	3	1	10	2	6	1	3	0	-4
CCN1CCN=C1Nc1ccccc1	-2	5	-1	4	-2	3	12	2	-3
CCc1cc2c(SCC(=O)NC(=O)c3cccn3C)ncnc2s1	2	3	7	6	8	-1	12	4	-7
O=C(NCc1cccnc1)Nc1cccc(NC(=O)NCc2cccnc2)c1F	-1	16	-5	0	-3	-7	8	-2	-5

A stretch taken from the entries so far:
SMILES	LYPLA1 inh	PREPL inh	PAFAH1B2 inh	pPAFAH FP inh	LYPLA2 counter	PME-1 primary	PAFAH1B3 FP inh	GSTO1 inh	PAD4 inh
CC1CCc2c(sc3ncnc(NS(=O)(=O)c4cccs4)c23)C1 (configuration not stated)	2	3	12	7	9	-2	12	-9	-3
COc1ccc(CC2(C)OC(c3ccccc3)=NN2C(C)=O)cc1 (configuration not stated)	-1	-4	3	6	1	-2	7	2	0
COc1ccc(CC(=O)Nc2ccc3nc(SC)sc3c2)cc1OC	-2	0	3	4	0	-2	-3	-4	0

Next records:
SMILES	LYPLA1 inh	PREPL inh	PAFAH1B2 inh	pPAFAH FP inh	LYPLA2 counter	PME-1 primary	PAFAH1B3 FP inh	GSTO1 inh	PAD4 inh
O=C(CCNC(=O)Cn1ccc2ccccc2c1=O)NCCc1ccccc1Cl	-4	-6	15	4	-1	2	13	3	-3
CC(C)CNC(=O)c1cccc(NC(=O)Cc2ccc(Cl)cc2)c1	-5	9	7	4	3	-4	3	2	-4
COc1ccc(NC(=O)C(=O)NCC(c2ccco2)N2CCc3ccccc3C2)cc1OC (configuration not stated)	4	2	2	1	12	-6	5	1	-2
O=C(COC(=O)Cc1ccc(Cl)cc1)Nc1ccccc1F	0	-1	9	13	-1	2	-3	12	-3
Cc1cc(S(=O)(=O)N2CCCCCC2)c(Cl)cc1Cl	2	-4	12	6	2	-1	6	-2	-5
O=C(Nc1c(F)c(F)c(F)c(F)c1F)NC1CCCCC1	3	-4	0	3	23	-1	2	0	-4
Cc1cccnc1NC(=O)c1nn(C)c2c1CS(=O)(=O)c1ccccc1-2	4	3	0	7	10	8	10	0	0
O=C(CN1C(=O)CCSc2ccc(S(=O)(=O)N3CCCC3)cc21)Nc1ccccc1Cl	0	16	0	1	4	8	8	2	-3
COc1ccc(O)c(C(=O)c2coc(=N)c(C(=O)Nc3ccc(SC(F)F)cc3)c2)c1	-4	10	3	6	0	3	10	3	4
Cc1cc(C)cc(OCC(=O)NNC(=O)CN2C(=O)c3ccccc3C2=O)c1	0	5	1	-6	-2	-7	1	8	-1
O=C(Cc1ccc(F)cc1)Nc1ccc2[nH]ncc2c1	2	-10	-1	-2	-1	-3	-1	7	-4
COc1cc(OC)c(N(C)S(=O)(=O)c2cccc(C(=O)OCC(=O)c3c[nH]c4ccccc34)c2)cc1Cl	-35	-23	-32	-21	-69	-61	-67	-18	0
CC(NCc1ccc(F)cc1)C(=O)NC1CCCCC1 (configuration not stated)	3	-2	3	1	-8	-3	4	-3	-7
CC1=C(C(=O)Nc2ccc(C)cn2)C(c2cnn(C)c2)C2=C(CCCC2=O)N1 (configuration not stated)	2	11	0	-4	9	-1	-2	-2	1
O=C(COC(=O)c1cc(=O)[nH]c(=O)[nH]1)Nc1cccc(S(=O)(=O)N2CCCCC2)c1	-3	8	-1	5	2	-1	2	16	0
CCOc1ccc(/C=C/C(=O)Nc2ccccc2C(F)(F)F)cc1	-1	3	4	0	2	-1	11	0	3
CN1CCc2ccccc2C1Cc1ccccc1NC(=O)c1sc2ccccc2c1Cl (configuration not stated)	2	11	2	2	-6	-3	2	6	1
CCOC(=O)c1ccccc1NC(=O)CC(C)CC(=O)O (configuration not stated)	1	0	3	5	2	-4	10	2	-3
COc1ccc(C(=O)NCC(=O)N/N=C/c2cccnc2)cc1OC	1	4	2	-1	0	-1	6	-4	-3
O=C(NNC(=O)C1CCCO1)c1ccc([N+](=O)[O-])cc1 (configuration not stated)	3	-3	-1	1	-2	0	5	2	6
Cc1ccc(S(=O)(=O)NC(=O)Nc2nnc(C)s2)cc1	3	-1	-5	2	0	1	1	3	-3
O=C(CN1C(=O)NC2(CCCCC2)C1=O)NCCC1=CCCCC1	-1	-4	3	3	-2	4	-1	1	-1
Cc1ccnc2nc(NC(=O)c3ccco3)nn12	3	2	1	8	5	-2	14	-2	-2
COc1cc(NC(=O)c2cccs2)c(OC)cc1NC(=O)c1ccco1	5	9	5	4	4	3	2	4	0
N#CCc1ccc(OC(=O)Nc2ccccc2)cc1	0	2	8	10	-7	4	-2	-4	-3
(list continues)
SMILES	LYPLA1 inh	PREPL inh	PAFAH1B2 inh	pPAFAH FP inh	LYPLA2 counter	PME-1 primary	PAFAH1B3 FP inh	GSTO1 inh	PAD4 inh
Clc1ccc(/C=N/NC2=Nc3cccc4cccc2c34)cc1	-2	-6	-1	-2	-2	0	1	-2	-16
O=C(NC(=S)Nc1cccc(Cl)c1N1CCCCC1)c1ccco1	-9	1	0	2	-6	-3	-2	-3	1
COc1ccccc1C(=O)C1CCCN(C(=O)c2cc(C(C)C)no2)C1 (configuration not stated)	0	9	2	1	-3	1	0	-5	-3
O=C(CN(c1ccc([N+](=O)[O-])cc1)S(=O)(=O)c1ccccc1)N1CCCCC1	1	-5	2	4	1	6	12	0	2
Cc1cc(NC(=O)COc2ncnc3sc(C)c(C)c23)no1	-4	8	2	3	2	-1	6	11	-6
O=C(CCNC(=O)c1ccco1)Nc1cccc(Br)c1	-2	-10	-2	1	0	-3	6	4	-1
CN1CCc2nc3ccccc3c(C(=O)OCC(=O)N(CCC#N)c3ccccc3)c2C1	1	1	2	-1	3	2	13	1	4
CCOc1ccc(N2CC(C(=O)Nc3nnc(Cc4ccccc4)s3)CC2=O)cc1 (configuration not stated)	0	0	4	6	5	-5	2	6	-6
COc1ccc(CCNC(=O)CCc2cn(C)c3ccccc23)c(OC)c1	4	8	3	5	8	2	3	1	1
C[C@H](CO)N1C[C@H](C)[C@@H](CN(C)S(C)(=O)=O)Oc2ccc(NC(=O)C3CCCCC3)cc2C1=O	·	9	13	9	·	·	6	·	-10
CCc1c(O)nc(SCC(=O)Nc2ccc(C)cc2)n(C2CCCCC2)c1=O	-2	-4	-2	6	-1	-4	0	-5	-2
C/C(=C\C(=O)C(F)(F)F)Nc1ccc(C)cc1	1	1	2	3	8	2	5	2	-5
CC(C)[C@H](NC(=O)c1ccccc1)C(=O)OCC(=O)NCc1ccc2c(c1)OCO2	·	23	2	3	·	·	4	·	-2
COCc1cc(C)nc(SCc2ccc([N+](=O)[O-])cc2)c1C#N	-4	12	1	2	-3	6	0	9	-2
COc1cc(C(=O)N(CCc2ccccc2)C2CC3CCC(C2)N3C)cc(OC)c1OC (configuration not stated)	1	6	5	1	0	2	4	0	2
CC1(C)CC(=O)C=C(Nc2ccc(F)cc2)C1	4	4	-5	2	5	7	8	2	4
O=C(Nc1cccc(Cl)c1N1CCOCC1)c1ccc([N+](=O)[O-])o1	4	-10	-1	3	7	6	2	1	7
CCOC(=O)c1ccc(-c2ccc(C3Nc4ccccc4C(=O)N3O)o2)cc1 (configuration not stated)	-4	1	4	9	-2	-3	10	-61	-5
O=C(CCCOc1ccccc1)NC1CCCc2ccccc21 (configuration not stated)	3	-14	5	6	2	-2	2	1	-2
Cn1nc(C(=O)Nc2ccccc2)c2c1-c1ccccc1S(=O)(=O)C2	1	-10	-4	0	9	-8	4	-1	3
Cc1c(CC(=O)NC(C)C)c(=O)oc2cc3c(cc12)CCC(C)(C)O3	-4	-3	3	4	-4	-8	5	-2	-3
Cc1ccc(N2C(=O)C(NC(=O)c3ccccc3)(C(F)(F)F)C3=C2CC(C)(C)CC3=O)cc1 (configuration not stated)	-1	1	-4	-2	-1	-2	-2	1	-1
Cc1ccccc1N(CC(=O)NC1CCCC1)C(=O)C1(C)CC(=O)N=C2C=CC=CN21 (configuration not stated)	0	5	-1	1	-1	5	0	8	-1
O=C(N/N=C/c1ccc[nH]1)c1ccccc1O	0	20	11	5	-5	6	2	27	-6
CCOC(=O)C1CCN(C(C(=O)Nc2ccc3c(c2)OCCO3)c2ccccc2)CC1 (configuration not stated)	-3	9	4	-1	0	-5	-7	-3	-1
CCCC(=O)OCCNC(=O)c1cc2ccccc2oc1=O	1	10	-2	2	4	3	7	7	3
O=C(CN1C(=O)NC2(CCCCCC2)C1=O)NCc1cccs1	1	-5	-4	-1	3	-6	7	-2	1
NC(=O)c1sc2nc3c(c(-c4ccco4)c2c1N)CCC3	-4	31	9	20	4	12	24	10	1
COc1cccc(C2=NOC(C(=O)Nc3ccc4c(c3)OCO4)C2)c1 (configuration not stated)	0	-6	5	4	4	4	7	3	-3

Screening data as filed in PubChem BioAssay.
